# Bioassay records: PubChem, several laboratories
# PPARg SRC3 recr: promotes SRC-3 coactivator recruitment by human PPARgamma. P37231. biochemical PPARgamma/SRC-3 coactivator recruitment assay. activation, % at 8 µM. 200,000 compounds, 0.26% hits; in the data active = activation above about 23%;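 also: 0% = DMSO and 100% = reference agonist; some compounds past the cut are filed as inactive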
# Target sequence (P37231 whole entry, looked up): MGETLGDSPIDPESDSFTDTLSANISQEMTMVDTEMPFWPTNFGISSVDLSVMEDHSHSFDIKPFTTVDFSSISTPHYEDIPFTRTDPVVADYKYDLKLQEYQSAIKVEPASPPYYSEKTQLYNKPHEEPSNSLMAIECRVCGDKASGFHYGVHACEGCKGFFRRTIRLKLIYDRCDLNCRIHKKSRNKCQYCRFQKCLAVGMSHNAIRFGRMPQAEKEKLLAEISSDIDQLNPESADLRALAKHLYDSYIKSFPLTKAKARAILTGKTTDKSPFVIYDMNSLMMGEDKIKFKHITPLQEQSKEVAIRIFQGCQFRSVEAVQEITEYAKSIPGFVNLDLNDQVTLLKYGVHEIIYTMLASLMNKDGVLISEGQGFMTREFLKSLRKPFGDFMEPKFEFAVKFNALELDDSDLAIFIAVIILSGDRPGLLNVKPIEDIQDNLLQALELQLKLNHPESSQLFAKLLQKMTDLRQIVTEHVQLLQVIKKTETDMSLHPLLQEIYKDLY
# PPARg SRC-1 ag: agonists of human PPARgamma SRC-1 coactivator recruitment | P37231 | PPARgamma-SRC-1 coactivator recruitment biochemical assay | 200,000 compounds, 0.41% hits | activation, % at 8 µM; in the data active = activation above about 19%;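 also: 0% = DMSO and 100% = reference agonist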
# ROMK mod: modulators of human ROMK potassium channel | 130,000 compounds, 2% hits | P48048 | B-score at 10 µM | Tet-inducible ROMK, thallium flux fluorescence; actives lie on both sides;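 active = signal ratio slope over the read window, or its plate-corrected B-score, at least 3 SD from the plate mean, either direction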;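 also: B-score of the F/F0 ratio slope over 7 to 12 s after thallium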
# TLR4-MyD88 BLA: TLR4-MyD88 interaction inhibition in cells | HeLa CL3-4 TLR4/MyD88 BLA complementation, FRET ratio | inhibition, % at 8.4 µM | 200,000 compounds, 0.18% hits | AID 861; in the data active = inhibition above about 25%;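 also: 0% = vehicle and 100% = reference inhibitor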
# STAT3 inh: reduces IL-6 driven STAT3 reporter signal; 190,000 compounds, 0.89% hits; AID 862; inhibition, % at 5.5 µM; U3A cells, IL-6 STAT3-luciferase reporter, luminescence; host cell line lacks STAT1;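 active = inhibition above the mean inhibition across all screened compounds plus 3 SD, cut at about 44% in these data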;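 also: 0% = DMSO only wells and 100% = 100 µM nifuroxazide control wells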
# RAM network inh: inhibitors of the yeast RAM network | 190,000 compounds, 1.8% hits | inhibition, % at 50 µM | S. cerevisiae dse1pr::URA3 reporter, 5-FOA growth OD615, 2 d; analog-sensitive cbk1-as2 kinase mutant strain;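 active = inhibition above a set limit, 3 SD over mean compound inhibition, cut at about 8.4% in these data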;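 also: 0% = DMSO-only wells with no growth and 100% = 10 µM 1-NA-PP1 full growth; inhibition rescues growth on 5-FOA so higher OD means more RAM inhibition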
# SRC2 TRFRET art: flags TR-FRET format artefacts in PPARgamma SRC-2 recruitment agonist screen; TR-FRET artefact counter-screen; active compounds read high; TR-FRET ratio at 8 µM; 200,000 compounds, 0.4% hits; in the data active = TR-FRET ratio above about 2000; also: inactives centre near 1500
# STAT3 activator: increases IL-6 driven STAT3 reporter signal; 190,000 compounds, 0.91% hits; U3A cells, IL-6 STAT3-luciferase reporter, luminescence; 100% = signal with IL-6 EC80 alone; activation (% of control), % at 5.6 µM;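 active = activation above the screen-wide mean of compound activation plus 3 SD, cut at about 130% in these data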;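 also: 0% = background luminescence of wells with medium and substrate only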
#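 system = STAT3-luciferase reporter U3A cells | reagent = IL-6 stimulus at 33 ng/mL final | timing = 1 h compound pre-exposure, 6 h IL-6 stimulation, 37 °C | measured by = luminescence | evaluation = % activation versus median of IL-6-stimulated wells | control set = IL-6-only wells as 100% reference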
# STAT1 inh: reduces IFN-gamma driven STAT1 reporter signal. NIH 3T3 STAT1-luciferase reporter, luminescence. inhibition, % at 5.5 µM. 200,000 compounds, 0.35% hits. AID 920;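 active = inhibition above a set limit, the mean inhibition across all tested compounds plus 3 SD, cut at about 34% in these data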;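 also: 0% = IFN-gamma with DMSO and 100% = IFN-gamma with 300 µM nifuroxazide; values of inactives mirror those of a sister screen read the other way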
# S1P3 antag: antagonists of human S1P3 receptor; Q99500; CHO S1P3 NFAT-BLA reporter, FRET fluorescence, antagonist mode; inhibition, % at 4.98 µM; 170,000 compounds, 0.27% hits;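 active = inhibition above the plate cutoff, the mean inhibition of test wells on that plate plus 3 SD, cut at about 28% in these data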;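 also: cells challenged with S1P at its EC80 of 0.8 µM; blue over green emission ratio from cleaved BLA substrate after 4 h stimulation; 0% = S1P-stimulated wells and 100% = unstimulated DMSO-only wells; some compounds past the cut are filed as inactive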
# Target sequence (Q99500 whole entry, looked up): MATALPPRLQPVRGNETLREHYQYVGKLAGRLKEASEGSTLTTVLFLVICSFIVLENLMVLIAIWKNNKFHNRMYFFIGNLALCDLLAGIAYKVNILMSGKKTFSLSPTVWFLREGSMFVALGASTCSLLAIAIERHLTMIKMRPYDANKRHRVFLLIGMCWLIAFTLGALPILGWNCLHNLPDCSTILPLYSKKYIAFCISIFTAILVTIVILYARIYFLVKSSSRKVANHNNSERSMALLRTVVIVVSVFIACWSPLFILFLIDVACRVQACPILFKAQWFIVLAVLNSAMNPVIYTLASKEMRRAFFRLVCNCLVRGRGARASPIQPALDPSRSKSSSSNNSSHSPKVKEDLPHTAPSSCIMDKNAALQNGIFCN
# PPARg SRC-2 ag: PPARgamma-driven SRC-2 recruitment agonism | P37231 | PPARgamma LBD-SRC-2 recruitment, biochemical | activation, % at 8 µM | 200,000 compounds, 0.34% hits | AID 1032; in the data active = activation above about 22%;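 also: 0% = vehicle and 100% = reference agonist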
# * marks the source's active call; other numbers are inactive results; . = no result given.
SMILES,PPARg SRC3 recr,PPARg SRC-1 ag,ROMK mod,TLR4-MyD88 BLA,STAT3 inh,RAM network inh,SRC2 TRFRET art,STAT3 activator,STAT1 inh,S1P3 antag,PPARg SRC-2 ag
COc1ccc(NC(=O)CCS(=O)(=O)c2cccc3nonc23)cc1,-4,3,-0.65,2,6,0.5,1302,102,1,2,-11
CC(=O)Nc1nnc(SCc2cc(=O)c(OC(=O)c3ccccc3)co2)s1,2,5,0.072,13,7,5.0,1472,98,-1,-16,-2
NC(=O)c1ccc(Sc2nnc(-c3cccs3)n2CC2CCCO2)c([N+](=O)[O-])c1 (configuration not stated),3,5,.,10,11,3.0,1657,93,4,5,10
Cc1ccc(C(C(=O)NC2CCCC2)N(C(=O)Cc2cccs2)c2ccc(C)c(C)c2)o1 (configuration not stated),3,-4,.,-1,-8,0.6,1592,116,8,.,-3
COCc1cc(=O)n2[nH]c(C)nc2n1,4,3,0.37,13,14,0.7,1632,92,3,-29,8
O=C(Nc1ccncc1)c1c(F)cccc1F,-8,-7,0.76,-6,8,0.1,1518,93,-5,22,-8
Cc1ccc(NC(=O)c2cnccn2)cc1,-1,-1,0.071,16,18,1.1,1500,89,-40,-5,2
c1ccc(-c2ccccc2OCCCN2CCCCC2)cc1,4,0,-0.057,4,10,-0.4,1530,91,2,0,7
O=C(Cc1cccc2ccccc12)Nc1cccnc1,-2,-5,-0.077,8,16,1.8,1687,91,9,8,9
O=C(COc1ccccc1[N+](=O)[O-])N1CCN(S(=O)(=O)c2ccccc2)CC1,4,6,-0.13,0,-5,0.5,1813,105,-1,-10,0
CCCCn1c(CN2CCN(C)CC2)nc2ccccc21,14,-3,-0.087,-13,17,-0.1,1699,89,13,-15,2
CCN(C(=O)Cn1cc(C(F)(F)F)ccc1=O)c1c(N)n(Cc2ccccc2)c(=O)[nH]c1=O,3,-2,0.72,-8,3,-0.1,1678,101,1,-10,6
CCc1ccc(C(=O)COC(=O)C(CCSC)NC(=O)c2ccccc2)cc1 (configuration not stated),3,0,.,-21,-5,4.7,1583,103,3,-3,5
O=C(COc1cccc2ccccc12)Nc1nc2ccccc2[nH]1,-4,3,-0.51,2,1,1.6,1543,103,-2,.,10
COC(=O)c1ccc(NS(=O)(=O)c2cc(C)ccc2OC)cc1,-1,7,.,-1,9,4.8,1452,95,8,20,-1
CCCCc1ccc(-c2nc(-c3ccncc3)no2)cc1,-2,-9,.,-8,4,4.9,1484,100,-16,.,-6
COc1cccc(N(CC(=O)NCCSc2ccc(Cl)cc2)S(C)(=O)=O)c1,2,2,0.35,-7,6,5.5,1556,100,-1,.,7
CS(=O)(=O)Nc1ccccc1C(=O)O,-4,-2,-0.0056,-2,1,1.5,1426,103,-12,-12,-2
CCc1ccc(C2c3[nH]c4ccccc4c3CCN2C(=O)CNC(N)=O)cc1 (configuration not stated),0,12,-0.0038,-1,-18,-0.3,1594,122,0,-6,10
CCN(CC)C(=O)Oc1ccc2ccccc2c1Cl,3,9,-0.12,5,4,2.1,1689,96,-10,0,0
CC1=C(C)CC(C(=O)NCC(=O)c2ccccc2)C(C(=O)O)C1 (configuration not stated),-2,-4,0.51,-4,-20,0.6,1382,117,-36,.,-4
C=CCn1c(O)c(N=NC(=S)Nc2ccccc2F)c2cc(S(=O)(=O)N3CCOCC3)ccc21,4,10,-0.14,-9,8,3.1,1716,95,-3,2,10
Cc1c(Cl)cnc(NC(=O)COC(=O)c2ccc3ncsc3c2)c1Cl,-1,0,.,8,50*,4.3,1439,58,15,-3,-5
O=[N+]([O-])c1ccc(Cl)cc1N1CCCC1,3,2,-0.085,4,8,0.6,1383,96,5,-13,2
CCCc1ccc2c(N)c(C#N)sc2n1,12,4,1,6,16,.,1496,93,-2,-21,8
O=[N+]([O-])c1ccc(Cl)c(/C=N/n2c(C3CCCCC3)n[nH]c2=S)c1,7,4,.,9,-2,1.3,1401,108,3,.,-6
O=C(CCNC(=O)c1ccccc1Cl)NCC12CC3CC(CC(C3)C1)C2,-5,6,.,-7,-4,1.4,1617,99,-13,7,5
CN(C(=O)CSc1nnc2ccccn12)c1c(N)n(Cc2ccccc2)c(=O)[nH]c1=O,1,2,.,10,3,0.5,1616,100,6,-2,6
N#Cc1c(NC(=O)CSc2nc3c(c(C(F)(F)F)n2)CCc2ccccc2-3)sc2c1CCCC2,8,4,.,2,-3,1.2,1587,108,2,.,-4
COc1ccc(CNC(=O)C2CCN(S(=O)(=O)c3cccc4cccnc34)CC2)cc1,1,-3,-1.3,6,-4,0.0,1463,103,-1,3,6

# In the list so far, these have a nitro group on carbon:
SMILES,PPARg SRC3 recr,PPARg SRC-1 ag,ROMK mod,TLR4-MyD88 BLA,STAT3 inh,RAM network inh,SRC2 TRFRET art,STAT3 activator,STAT1 inh,S1P3 antag,PPARg SRC-2 ag
NC(=O)c1ccc(Sc2nnc(-c3cccs3)n2CC2CCCO2)c([N+](=O)[O-])c1 (configuration not stated),3,5,.,10,11,3.0,1657,93,4,5,10
O=C(COc1ccccc1[N+](=O)[O-])N1CCN(S(=O)(=O)c2ccccc2)CC1,4,6,-0.13,0,-5,0.5,1813,105,-1,-10,0
O=[N+]([O-])c1ccc(Cl)cc1N1CCCC1,3,2,-0.085,4,8,0.6,1383,96,5,-13,2
O=[N+]([O-])c1ccc(Cl)c(/C=N/n2c(C3CCCCC3)n[nH]c2=S)c1,7,4,.,9,-2,1.3,1401,108,3,.,-6

# Remaining list, next part.
SMILES,PPARg SRC3 recr,PPARg SRC-1 ag,ROMK mod,TLR4-MyD88 BLA,STAT3 inh,RAM network inh,SRC2 TRFRET art,STAT3 activator,STAT1 inh,S1P3 antag,PPARg SRC-2 ag
Cc1c(C(=O)NCc2cccs2)oc2ccc(S(=O)(=O)N3CCOCC3)cc12,1,-4,-1.6,10,8,-0.2,1432,97,-1,.,-6
CC1=NN(c2ccc(S(=O)(=O)O)cc2C)C(=O)C1,-1,-2,0.37,-6,0,0.9,1547,102,-7,-15,-6
COc1cc2cnc(Cl)nc2cc1OC,-1,-2,.,-11,0,2.1,1672,103,-5,9,4
COc1ccc(N2C(=O)/C(=C\c3ccco3)N=C2SCC(=O)N(C(C)C)C(C)C)cc1Cl,1,-7,0.0059,-10,-5,4.3,1427,102,-10,-20,8
COc1cccc(Nc2nnc(SCC(=O)N3CC(C)OC(C)C3)s2)c1 (configuration not stated),-1,-6,.,7,-3,0.3,1508,107,-9,11,9
OC1CCN(C(=S)NCCc2ccccc2)CC1,8,2,1.3,6,4,1.3,1479,97,-2,.,4
Cc1nccn1CCN(C)Cc1cn(Cc2ccccc2)nc1-c1ccc2c(c1)OCO2,2,4,0.13,7,10,0.7,1575,96,-1,3,4
O=C(N/N=C/c1ccc([N+](=O)[O-])s1)c1cccc(Br)c1,-3,9,-0.91,3,38,2.1,1655,71,15,.,16
O=C(COc1ccc(Cl)cc1Cl)Nc1ccc(S(=O)(=O)NC2=NCCCCC2)cc1,3,-5,.,3,-6,2.9,1453,101,-5,-9,1
COc1cc(S(=O)(=O)N2CCCCC2)c(OC)cc1Br,-2,2,-1.3,-1,-1,0.1,1548,106,0,4,-5
Brc1ccccc1-n1nnc(-c2nccs2)n1,-5,8,.,4,.,-1.0,1499,.,-34,-3,1
Fc1ccc(CN2CCCCCC2)c(F)c1,6,-1,.,-8,10,0.9,1496,95,-3,23,4
c1ccc2nc(N3CCOCC3)c(N3CCOCC3)nc2c1,-3,2,-0.64,-15,2,-0.6,1595,103,2,0,5
Nc1nnc(CSCc2ccc(Cl)cc2)s1,2,0,-1.2,0,-2,0.5,1556,105,-3,-8,7
COc1ccc(S(=O)(=O)N2CCCC2C(=O)Nc2ccc(C(C)=O)cc2)cc1 (configuration not stated),2,10,.,0,-4,1.1,1676,103,7,2,0
COc1ccc(NC(=O)c2cc([N+](=O)[O-])ccc2N2CCCC2)cc1,-1,5,0.87,8,8,5.8,1576,97,7,11,10
CCCCCC(=O)NC(Nc1ccc(S(N)(=O)=O)cc1)C(Cl)(Cl)Cl (configuration not stated),0,5,0.47,-2,-5,-0.1,1591,102,12,-6,-2
CCN(CC)S(=O)(=O)c1ccc(C(=O)N2CCCCC2)cc1,-10,2,.,5,0,0.7,1536,101,2,.,6
N#CC1=C(SCc2ccc(C#N)cc2)N=C(N)C(c2nc(-c3ccccc3)cs2)C12CCCCC2 (configuration not stated),-3,7,.,5,3,4.6,1526,104,15,.,6
COC(=O)c1cc(Cc2ccc(N)c(C(=O)OC)c2)ccc1N,1,2,.,-13,-3,1.6,1483,110,0,15,8

# 2 entries from above, reformatted.
# Values run as follows: PPARg SRC3 recr	PPARg SRC-1 ag	ROMK mod	TLR4-MyD88 BLA	STAT3 inh	RAM network inh	SRC2 TRFRET art	STAT3 activator	STAT1 inh	S1P3 antag	PPARg SRC-2 ag
Nc1nnc(CSCc2ccc(Cl)cc2)s1
→ 2	0	-1.2	0	-2	0.5	1556	105	-3	-8	7
CCCCCC(=O)NC(Nc1ccc(S(N)(=O)=O)cc1)C(Cl)(Cl)Cl (configuration not stated)
→ 0	5	0.47	-2	-5	-0.1	1591	102	12	-6	-2

# The list continues:
SMILES,PPARg SRC3 recr,PPARg SRC-1 ag,ROMK mod,TLR4-MyD88 BLA,STAT3 inh,RAM network inh,SRC2 TRFRET art,STAT3 activator,STAT1 inh,S1P3 antag,PPARg SRC-2 ag
CCOC(=O)CSc1nnc2n(C3CCCCC3)c(=O)c3c4c(sc3n12)CCCC4,-3,6,-2.4,16,8,2.6,1562,99,7,.,8
O=c1[nH]c2ccc(Cl)cc2c(-c2ccccc2)c1SC(=S)N1CCCCC1,16,2,-0.77,10,-1,4.7,1624,104,1,.,23*
CNC(=O)COc1ncnc2scc(-c3ccc(F)cc3)c12,5,-2,-0.099,-15,5,-0.4,1627,97,-3,-20,3
O=C1CC(SC2=NCCS2)C(=O)N1c1ccc(Cl)cc1 (configuration not stated),-5,-3,0.022,-4,-5,1.0,1643,102,-2,-7,7
Cn1c(C(=O)N2CCC(C(=O)N3CCN(Cc4ccc5c(c4)OCO5)CC3)CC2)cc2sccc21,8,-2,.,5,6,1.7,1412,94,1,-26,-9
O=C(COc1cccc2ccccc12)NNC(=O)c1cccs1,-6,-1,-0.47,0,17,4.9,1494,92,1,.,5
CCCNC(=O)COC(=O)/C=C/c1ccc(C)o1,7,8,-0.63,4,-2,0.9,1587,105,2,-20,7

# In the list so far, two have a CF3 group.
SMILES,PPARg SRC3 recr,PPARg SRC-1 ag,ROMK mod,TLR4-MyD88 BLA,STAT3 inh,RAM network inh,SRC2 TRFRET art,STAT3 activator,STAT1 inh,S1P3 antag,PPARg SRC-2 ag
CCN(C(=O)Cn1cc(C(F)(F)F)ccc1=O)c1c(N)n(Cc2ccccc2)c(=O)[nH]c1=O,3,-2,0.72,-8,3,-0.1,1678,101,1,-10,6
N#Cc1c(NC(=O)CSc2nc3c(c(C(F)(F)F)n2)CCc2ccccc2-3)sc2c1CCCC2,8,4,.,2,-3,1.2,1587,108,2,.,-4
